# High-throughput results as filed in PubChem.
# TAAR1 agonist = human TAAR1 agonism. Q96RJ0. CHO RD-HGA16 TAAR1, Fluo-8 calcium fluorescence; vehicle wells 0%, saturating PEA agonist 100%. activation, % at 3 µM. 0.99% of 360,000 active;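 active = activation above the mean activation of all test compounds in the run plus 3 SD, cut at about 38% in these data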
#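 test system = CHO RD-HGA16 cells carrying human TAAR1 plus Gα16 | schedule = 17-24 h seeding, 75 min 37 °C dye, 30 min RT | compound dosing = 3 µM single concentration | control set = DMSO and PEA EC100 | replicates = n 1 | signal = Fluo-8 fluorescence, 5 s baseline then 140 s kinetic read | measure = percent activation vs PEA EC100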
# CHO-K1 Ca ag = nonselective activator or artifact in parental CHO-K1 cells. Fluo-8 calcium fluorescence; scaled to maximal ATP response, vehicle zero. activation, % at 3 µM. 0.48% of 360,000 active. AID 602248; in the data active = activation above about 15%;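 also: untransfected CHO-K1 host cells lacking M1 receptor as counterscreen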
# CHRM1 antagonist = antagonists of human M1 muscarinic receptor; AID 588852; CHO-K1 hM1, Fluo-8 calcium fluorescence, ACh EC80 antagonist; inhibition, % at 3 µM; 1.3% of 360,000 active; P11229;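 active = percent inhibition above its own plate's cutoff, namely the mean of that plate's compound wells plus 3 SD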;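 also: peak over basal fluorescence ratio during 140 s after agonist addition; 0% = ACh EC80 plus DMSO and 100% = DMSO alone without agonist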
# Target sequence (P11229 whole entry, looked up): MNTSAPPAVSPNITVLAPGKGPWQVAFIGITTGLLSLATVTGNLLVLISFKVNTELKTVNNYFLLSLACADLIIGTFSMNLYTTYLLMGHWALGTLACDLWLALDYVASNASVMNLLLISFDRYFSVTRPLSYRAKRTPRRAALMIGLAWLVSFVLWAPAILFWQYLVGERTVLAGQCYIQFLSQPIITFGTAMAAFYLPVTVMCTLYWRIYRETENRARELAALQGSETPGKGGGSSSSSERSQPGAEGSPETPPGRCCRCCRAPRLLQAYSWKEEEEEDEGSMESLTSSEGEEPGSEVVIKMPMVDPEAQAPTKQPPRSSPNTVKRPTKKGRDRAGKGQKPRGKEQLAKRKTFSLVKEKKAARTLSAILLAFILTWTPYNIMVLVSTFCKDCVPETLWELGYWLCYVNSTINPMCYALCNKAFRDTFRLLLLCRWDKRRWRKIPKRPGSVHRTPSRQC
# TAAR1 antagonist = human TAAR1 antagonism; CHO RD-HGA16 TAAR1, Fluo-8 calcium fluorescence, antagonist; inhibition, % at 3 µM; 1.5% of 360,000 active;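 active = inhibition above a per-plate cutoff, the mean inhibition of test compounds on that plate plus 3 SD, cut at about 49% in these data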;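 also: 0% = DMSO plus EC80 beta-PEA response and 100% = DMSO alone without agonist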
#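 Assay system: RD-HGA16 CHO cells with stable hTAAR1 and Gα16 / Reagent: EC80 β-phenethylamine stimulus / Doses: 3 µM, single point / Timing: dye loading 75 min at 37 °C, then 30 min room temperature / Measured by: Fluo-8 intracellular calcium dye fluorescence, real-time kinetic reads / Controls: vehicle wells and EC80 agonist wells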
# CHO parental Ca = counter-screen: ATP calcium response change in parental CHO cells | parental CHO-K1, ATP-induced calcium, Fluo-8 fluorescence | inhibition, % at 5.6 µM | 0.63% of 330,000 active;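 active = inhibition above that plate's mean sample inhibition plus 3 SD, cut at about 26% in these data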;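 also: 0% = ATP-challenged DMSO wells and 100% = DMSO wells without ATP; some compounds past the cut are filed as inactive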
#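 Test system: untransfected parental CHO cell line. Compound: one dose, 5.6 µM nominal. Detection: intracellular calcium via Fluo-8 no-wash fluorescent dye. Measure: % inhibition. Benchmarks: ATP-challenged DMSO wells low, unchallenged DMSO wells high.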
# M1 PAM parental = M1 PAM counterscreen hit in parental CHO-K1 cells; ATP EC20, Fluo-8 calcium fluorescence; 0% at ATP EC20, 100% at ATP max; 0.02% of 360,000 active; AID 602247; activation, % at 3 µM;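 active = activation above the run cutoff, the mean activation of all test compounds plus 3 SD, cut at about 40% in these data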;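 also: peak over basal fluorescence ratio in a 140 s read after ATP addition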
# CHO-K1 Ca antag = nonselective inhibitor or artifact in parental CHO-K1 cells; 0.6% of 360,000 active; ATP-induced calcium, Fluo-8 fluorescence; inhibition, % at 3 µM; AID 602250;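 active = inhibition above a per-plate cutoff, the plate's mean sample inhibition plus 3 SD, cut at about 24% in these data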;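 also: 0% = DMSO plus EC80 ATP and 100% = DMSO alone without ATP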
# M1 ag = human M1 muscarinic receptor agonism; AID 588814; activation, % at 3 µM; 0.33% of 360,000 active; CHO-K1 hM1, Fluo-8 calcium fluorescence, agonist mode; 0% DMSO, 100% acetylcholine EC100;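 active = activation above the run's mean compound activation plus 3 SD, cut at about 16% in these data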;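 also: peak over basal fluorescence ratio within a 140 s kinetic read after compound addition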
# OXTR potentiate = human OXTR potentiation; 0.061% of 320,000 active; CHO-OTR cells, Fluo-8 calcium fluorescence, potentiator mode; 0% = oxytocin EC15, 100% = EC100; AID 2445; activation, % at 3 µM;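 active = activation above that plate's cutoff, the mean activation of tested compounds plus 3 SD, cut at about 6.6% in these data, passing the limit was not always enough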;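 also: 100% uses oxytocin at 75 nM as the full agonist control; some results filed as inactive read as strong as hits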
# Target sequence (P30559 whole entry, looked up): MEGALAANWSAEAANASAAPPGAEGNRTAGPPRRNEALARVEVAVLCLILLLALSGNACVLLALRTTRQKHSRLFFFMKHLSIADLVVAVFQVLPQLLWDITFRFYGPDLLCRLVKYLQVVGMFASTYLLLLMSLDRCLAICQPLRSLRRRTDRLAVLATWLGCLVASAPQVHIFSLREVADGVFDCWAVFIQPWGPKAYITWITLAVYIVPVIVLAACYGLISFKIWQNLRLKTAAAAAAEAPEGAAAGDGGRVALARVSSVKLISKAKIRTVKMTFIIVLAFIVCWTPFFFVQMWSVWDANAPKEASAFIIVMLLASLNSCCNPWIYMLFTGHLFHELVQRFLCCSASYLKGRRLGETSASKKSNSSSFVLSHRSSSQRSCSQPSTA
#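 Assay system: CHO-OTR cells, human receptor / Also added: oxytocin at about EC15, sub-maximal agonist stimulus / Dosing: single dose, 3.0 µM nominal final compound concentration / Incubation: 6 min pre-incubation, 100 s read / Technique: Fluo-8 calcium dye fluorescence / Read-out: % activation vs EC15 and EC100 oxytocin / Benchmarks: EC15 oxytocin low, 75 nM oxytocin high / Replicates: singlicate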
# * = called active by the depositor; . = not tested or not shown; & = joins results of further samples.
SMILES,TAAR1 agonist,CHO-K1 Ca ag,CHRM1 antagonist,TAAR1 antagonist,CHO parental Ca,M1 PAM parental,CHO-K1 Ca antag,M1 ag,OXTR potentiate
COc1ccc(Cn2nnnc2C(c2ccccc2Cl)N2CCC(C(N)=O)CC2)cc1 (stereo not drawn),14,0.6,-5,11,-12,0,-4,-3,-11
COc1ccc(C(=O)N/N=C/c2ccc(N(C)c3ccccc3)cc2)cc1,-1,1.4,-12,42,-25,-22,11,-4,-3
COc1ccccc1C(=O)C1CCCN(C(=O)c2cc(C(C)C)no2)C1 (stereo not drawn),5,1.5,11,-31,-24,-9,-17,-4,3
COCCn1c(Cc2ccccc2)nnc1SCC(=O)NC(C)C,4,-0.1,-2,-21,-11,8,3,-4,-2
COCCNC(=O)c1ccc(N2CCCCC2)c(NS(=O)(=O)c2ccc(C)cc2)c1,2,0.3,-1,7,-23,8,3,-1,-25
CN1CCC(OC(=O)COc2ccc(Cl)cc2Cl)CC1,3,1.1,52*,2,-3,2,-4,-8,-23
COc1ccccc1-c1noc(-c2cc(OC)c(OC)c(OC)c2)n1,7,1.4,0,10,-15,14,-7,-3,0
CCC(C(=O)Nc1ccccc1OC)n1c(C(=O)OC)cc2ccsc21 (stereo not drawn),-2,-0.1,-4,-24,3,26,-13,-9,2
CC1=C(C(=O)OCC2CCCO2)C(c2cccc(C(F)(F)F)c2)C2=C(CC(c3ccco3)CC2=O)N1 (stereo not drawn),8,2.2,-3,-6,-17,8,-3,-6,-2
COc1cc2c(cc1NC(=O)c1ccccc1F)CCCC2,1,-0.5,-2,-30,-3,-2,-2,2,-1
O=C(COC(=O)c1ccc[nH]c1=O)Nc1ccc2c(c1)OC(F)(F)O2,2,1.4,-14,-17,-6,21,-10,-4,-11
Cc1ccc(OCC(=O)N/N=C/c2ccco2)cc1,6,0.5,3,-2,-9,6,-11,-4,2
CCOC(=O)c1ncn2c1[C@@H]1CCNC1C(=O)c1cc(OC)ccc1-2 (stereo partly drawn),1,0.8,-46,-19,-13,16,-1,-2,-2
Cc1ccc2[nH]c(=O)c(CN(CC3CCCO3)C(=O)c3cccs3)cc2c1 (stereo not drawn),1,0.1,0,-15,-13,10,-10,-3,1
COc1cc(OC)cc(C(=O)N[C@H](C(=O)OCC(=O)c2ccc3c(c2)NC(=O)CO3)C(C)C)c1,2,1.0,-6,-3,-7,4,2,-5,-15
COc1cc(/C=C2/N=C(c3ccccc3)OC2=O)c(F)cc1OCc1ccccc1,9,0.3,-1,6,-9,3,-4,-2,3
O=C(Nc1ccc(F)cc1)Nc1sccc1-c1nc2ccccc2s1,-1,-0.5,-2,15,-13,-22,12,-3,-11
Cc1ccc2nsnc2c1S(=O)(=O)Nc1ccccc1C(=O)O,3,0.7,-1,-5,6,3,-5,-2,-16
O=C(N/N=C/c1cccc([N+](=O)[O-])c1)c1cc(-c2ccc3c(c2)OCO3)n[nH]1,6,-0.3,-18,6,-5,24,-13,-3,-4
COc1ccc(C(=O)C2CCN(C(=S)NCCc3ccccc3)CC2)cc1,8,5.9,-1,11,-7,23,-19,-3,-13
O=C(CCN1C(=O)NC2(CCCC2)C1=O)Nc1ccc(Sc2ccc(Br)cc2)cc1,5,0.8,2,15,.,-8,-4,-7,.
Cc1ccc(C)c(NC(=O)CSc2cccc3cccnc23)c1,-1,0.0,-6,-2,-2,-19,12,-1,-15
COc1cc(Nc2ccccn2)cc(C(=O)Nc2cccc(C(F)(F)F)c2)c1,7&10,4.1&4.1,13&22,54*,-6,-8&-13,15&0,0&-5,-15
COc1cccc(/C=C/C(=O)NCc2cn3cc(Cl)ccc3n2)c1,0,-0.8,6,-15,-19,-12,4,-3,12
O=S(=O)(NCC1CCCO1)c1ccccc1F (stereo not drawn),2,2.3,-9,-7,-17,21,-15,-5,-1
C=CCNC(=O)/C(=C\c1cccc([N+](=O)[O-])c1)NC(=O)c1ccccc1,3,0.5,-4,3,-6,19,1,-9,-4
Cn1cc(S(=O)(=O)N2CCN(c3ccc(F)cc3)CC2)c(=O)n(C)c1=O,1,-0.2,10,-7,5,2,7,1,2
COc1cc(C(=O)NNC(=S)NC(=O)c2ccc(F)cc2)cc(OC)c1OC,37,8.7,-28,-8,-2,5,-1,13,-8
CCOc1ccc(N/C=C/C(=O)c2ccc(OC)cc2)c([N+](=O)[O-])c1,5,0.4,-9,13,-13,8,-10,-4,-3
O=C(CCl)N1CCN(S(=O)(=O)c2ccc3c(c2)CCC3)CC1,2,0.0,9,-5,0,-21,4,-2,1

# Part of the list above in order of number of heavy atoms, ascending:
SMILES,TAAR1 agonist,CHO-K1 Ca ag,CHRM1 antagonist,TAAR1 antagonist,CHO parental Ca,M1 PAM parental,CHO-K1 Ca antag,M1 ag,OXTR potentiate
O=S(=O)(NCC1CCCO1)c1ccccc1F (stereo not drawn),2,2.3,-9,-7,-17,21,-15,-5,-1
C=CCNC(=O)/C(=C\c1cccc([N+](=O)[O-])c1)NC(=O)c1ccccc1,3,0.5,-4,3,-6,19,1,-9,-4
O=C(CCN1C(=O)NC2(CCCC2)C1=O)Nc1ccc(Sc2ccc(Br)cc2)cc1,5,0.8,2,15,.,-8,-4,-7,.

# (continued)
SMILES,TAAR1 agonist,CHO-K1 Ca ag,CHRM1 antagonist,TAAR1 antagonist,CHO parental Ca,M1 PAM parental,CHO-K1 Ca antag,M1 ag,OXTR potentiate
COc1cccc(-n2c(=S)[nH]c3c(oc4ccccc43)c2=O)c1,0,0.1,6,-28,-18,-3,-1,-3,-1
NC(=O)CC(NC(=O)c1cccc(Br)c1)c1ccc(N2CCC(N3CCCCC3)CC2)c([N+](=O)[O-])c1 (stereo not drawn),0,-0.4,-3,7,-3,-5,2,-10,-11
O=C(NC1=NCCS1)c1cc(-c2cccs2)nc2ccccc12,16,3.3,4,44,-22,-5,0,-3,-14
Nc1n[nH]c(N)c1N=Nc1ccc(Cl)cc1Cl,11,0.5,-2,14,12,23,-7,-3,-8
Brc1ccc2ncnc(NCc3cccnc3)c2c1,0,5.1,-13,19,-12,7,-4,3,-3
CCc1nc2ccc(C(=O)N3CCN(c4ccccc4F)CC3)cc2nc1CC,-1,-0.6,-8,-15,0,20,-10,-4,-2
CN(Cc1ccccc1)CC(O)COc1ccc(CNCc2ccc(Cl)s2)cc1 (stereo not drawn),5,4.3,0,8,-7,20,-8,-12,-11
CCOc1cc(C(=O)N/N=C(\C)Cc2ccc(OC)cc2)cc(OCC)c1OCC,0,0.5,-6,-21,-13,17,-2,-7,6
O=C(COC(=O)c1ccco1)Nc1nnc(-c2ccccc2)o1,2,0.2,9,-20,-12,14,-1,11,-10
COc1ccc(S(=O)(=O)NCc2ccc(C(=O)N3CCc4ccccc4C3)cc2)cc1,3,2.6,7,14,-24,-3,1,-8,-6
COc1ccc(NC(=S)N2CCC(NC(=O)c3ccc(F)cc3)CC2)cc1,-1,3.1,-12,-7,-14,21,-18,-7,-4
CC12CCC(=O)N1C(C(=O)OCC(=O)Nc1ccc(S(N)(=O)=O)cc1)CS2 (stereo not drawn),0,0.8,-4,-7,-5,29,-10,-7,0
COc1cc(/C=C/C(=O)OCC(=O)Nc2ccc3c(c2)OCO3)ccc1O,1,0.5,2,11,1,13,-6,-2,-8
CCOC(=O)/C(C#N)=C\C1=C(N2CCOCC2)CC(C)(C)OC1,1,0.9,-16,-33,-5,24,-9,-4,0
Cc1ccc(Cl)cc1NC(=O)CCCN1C(=O)c2cccnc2C1=O,0,0.8,2,-25,-12,11,-3,-2,-10
COc1ccc(CNC(=O)CN(C(=O)CCC(=O)Nc2ccccn2)c2ccc(C)cc2)cc1,-2,0.3,-12,-3,-27,7,-14,-7,-7
Cc1nc2ccc(S(=O)(=O)NCC(=O)N3CCN(c4ccccc4)CC3)cc2s1,4,0.8,-14,-11,-20,12,-6,-3,-4
CN(C(=O)c1cccc(NC(=O)Cc2ccc(NC(=O)C3CCN(C(=O)C4CCC4)CC3)cc2)c1)C1CCCCC1,3,1.0,11,4,.,16,-1,-7,.
COc1ccc(S(=O)(=O)N2CCC[C@H]2C(=O)N2CCC[C@H]2C(=O)NCc2ccncc2)cc1C,0,0.0,.,-11,.,-2,-12,.,.
COc1cc(C(=O)NC2Cc3ccccc3C2)ccc1OC1CCN(C(C)=O)CC1,1,0.4,-6,-3,.,6,7,0,.
CCOC(=O)c1c(C(F)(F)C(F)(F)C(F)(F)C(F)(F)F)n[nH]c1C,-1,0.0,4,8,-4,4,-5,-2,-15
CCC(CC)C(=O)Nc1cc([N+](=O)[O-])ccc1Cl,0,-0.3,1,-11,-12,11,-4,-7,0
C=CCn1ccc2c([N+](=O)[O-])cccc2c1=O,-1,-0.3,-8,1,1,-9,-9,-2,-9
CCOC(=O)N1CCN(C(=O)c2cc3c(ccc4ccccc43)oc2=O)CC1,10,0.4,-3,-4,-9,14,-1,-4,-16
O=C(COC(=O)/C=C/c1ccccc1)NCc1ccco1,1,0.4,-8,-4,.,10,-8,-1,.
COc1ccc(S(=O)(=O)N2CCOCC2)cc1NC(=O)COC(=O)c1ccc(C)s1,4,1.3,-18,5,.,16,-10,3,.
Cc1cc2c(cc3c(=O)n(CC(=O)NCCCN4CC(C)CC(C)C4)ncn32)s1 (stereo not drawn),1,-0.5,-20,-10,-19,-2,-1,-14,-4
CCOc1ccccc1N1C(=O)CC(Sc2ccccc2N)C1=O (stereo not drawn),7,5.8,4,28,.,15,-1,-1,.
CC(=O)Oc1ccc2c(C)cc(=O)[nH]c2c1,5,-0.6,-2,-3,-9,-8,26*,1,-16
NS(=O)(=O)c1ccc(-c2ccc(C=C3C(=O)c4ccccc4C3=O)o2)cc1,0,0.6,-3,11,-11,4,-10,-4,-3
O=S(=O)(Nc1cccc(CCc2ccccn2)c1)c1ccc2ccccc2c1,4,3.1,-23,0,.,16,1,-2,.
O=C(Nc1ccncc1NC(=O)c1cccc([N+](=O)[O-])c1)c1cccc([N+](=O)[O-])c1,1,0.1,-13,10,2,2,-9,-4,0
CC(=O)Nc1ccc(-c2csc(NC(=O)CC(NC(C)=O)c3ccccc3)n2)cc1 (stereo not drawn),0,-0.2,-1,-9,9,9,0,-2,-5
CCSc1nnc(NC(=O)C(CC)(C(F)(F)F)C(F)(F)F)s1,4,9.6,6,-3,9,11,15,1,-17
CC(OC(=O)CNC(=O)C12CC3CC(CC(C3)C1)C2)C(=O)Nc1ccc(N2CCOCC2)cc1 (stereo not drawn),2,0.8,-20,8,-18,18,-10,-2,-15

# Hits appear at their usual frequency; 4.2% or so of the library scored in one or more.
